Screening results: PubChem BioAssay, several laboratories
Rin1-Abl PPI inh: human Rin1-Abl interaction inhibition; hit rate 0.4% among 360,000; TR-FRET Rin1/Abl binding, biochemical; AID 588664; inhibition, % at 7.35 µM; P00519+Q13671; in the data active = inhibition above about 5%, passing the limit was not always enough
eLon inh: E. coli protease La inhibition; P0A9M0; purified E. coli Lon protease, fluorescence polarization; inhibition, % at 7.94 µM; hit rate 0.42% among 360,000; in the data active = inhibition above about 13%, passing the limit was not always enough;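 also: 0% = enzyme with probe and DMSO and 100% = no enzyme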
Target sequence (P0A9M0 whole entry, looked up): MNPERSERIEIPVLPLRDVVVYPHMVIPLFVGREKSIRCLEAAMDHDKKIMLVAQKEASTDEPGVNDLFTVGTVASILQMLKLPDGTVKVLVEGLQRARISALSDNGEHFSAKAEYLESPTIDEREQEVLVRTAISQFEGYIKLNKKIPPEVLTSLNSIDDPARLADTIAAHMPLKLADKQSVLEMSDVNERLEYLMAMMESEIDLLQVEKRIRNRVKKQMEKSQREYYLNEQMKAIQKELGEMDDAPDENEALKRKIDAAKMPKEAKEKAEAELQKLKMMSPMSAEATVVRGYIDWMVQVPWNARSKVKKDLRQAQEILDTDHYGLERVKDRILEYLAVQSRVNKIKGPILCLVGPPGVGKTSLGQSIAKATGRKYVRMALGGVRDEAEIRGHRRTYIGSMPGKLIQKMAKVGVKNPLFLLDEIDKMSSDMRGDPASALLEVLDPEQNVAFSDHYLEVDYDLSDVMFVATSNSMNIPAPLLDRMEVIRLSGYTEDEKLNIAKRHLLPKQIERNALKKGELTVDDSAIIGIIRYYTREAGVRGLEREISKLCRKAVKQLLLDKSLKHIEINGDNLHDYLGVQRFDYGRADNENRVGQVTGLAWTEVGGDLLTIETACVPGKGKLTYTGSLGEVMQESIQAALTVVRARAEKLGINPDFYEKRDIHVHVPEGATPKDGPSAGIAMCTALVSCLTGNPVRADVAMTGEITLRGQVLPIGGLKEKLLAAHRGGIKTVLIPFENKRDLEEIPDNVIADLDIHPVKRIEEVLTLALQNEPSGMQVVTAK
MsrA inh: inhibits bovine methionine sulfoxide reductase A; inhibition, % at 15.5 µM; hit rate 0.75% among 360,000; purified bovine MsrA, absorbance read-out; in the data active = inhibition above about 4.5%;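 also: 0% = vehicle wells with enzyme and 100% = reference inhibitor wells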
FAS TE block: FAS thioesterase (human) inhibition; recombinant FAS-TE, OMFH fluorogenic substrate, fluorescence endpoint; inhibition, % at 15 µM; hit rate 0.67% among 360,000; AID 602261;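 active = compounds whose normalised, plate-corrected inhibition of enzyme fluorescence in the single-dose primary screen is 50% or more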;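 also: 0% = DMSO with enzyme and 100% = substrate without enzyme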
MLLE-PAM2 inh: inhibitors of microRNA-mediated deadenylation, human PABP1 MLLE binding | inhibition, % at 20 µM | GST-MLLE / FITC-PAM2 fluorescence polarization | hit rate 0.36% among 360,000 | P11940; in the data active = inhibition above about 35%, passing the limit was not always enough;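 also: plate controls were DMSO wells with GST-MLLE for no effect and wells lacking GST-MLLE protein for full effect; some results filed as inactive read as strong as hits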
Rpn11 inh: blocks the human proteasome subunit Rpn11; O00487; human 26S proteasome, Ub4-pepOG fluorescence polarization; 20S core pre-blocked with epoxomicin; calls only at 20 µM; hit rate 0.59% among 360,000;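 active = inhibition at 20 µM, scaled to each plate's controls, above about 33%, limit read from the data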
MT1-MMP act inh: blocks activation of human MT1-MMP; P50281; HT1080 RFP-PRO-GFP cells, GFP/RFP ratio fluorescence, overnight; percent of plate control window, DMSO zero; GFP/RFP ratio change, % at 20 µM; hit rate 0.061% among 360,000;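 active = GFP/RFP ratio change of at least 30% with cell ATP level not reduced by more than half and red fluorescence within 50% of control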; also: strong numbers were not always called active
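system = RFP-PRO-GFP reporter HT1080 cells | dosing = 20 µM single dose, 1% DMSO | timing = overnight cell settling, then overnight compound exposure, 37 °C, 5% CO2 | read-out basis = GFP/RFP fluorescence ratio | controls = DMSO and RFP-L50D-GFP cell wells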
CSN deneddyl inh: CSN deneddylation inhibition; Q92905; Purified CSN, SCF-Nedd8-OG deneddylation, fluorescence polarization; inhibition, % at 12.5 µM; hit rate 0.38% among 360,000; AID 651999;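 active = pattern-corrected inhibition above about 35%, with an unprinted fluorescence ratio check between 0.5 and 1.5, limit read from the data, passing the limit was not always enough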;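 also: 0% = enzyme with substrate and 100% = substrate without enzyme; some results filed as inactive read as strong as hits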
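assay system = purified human Csn5 enzyme expressed in HEK293T cells | amount = 0.24 nM enzyme | buffer or medium = Tris/NaCl/DTT buffer, pH 7.5 | reagent = 10 nM SCFSkp2-Nedd8OG | compound = one concentration, 12.5 µM, 0.25% DMSO | times = 90 min reaction at room temperature | signal = FP | read-out basis = % inhibition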
bovine MsrA act: activators of bovine methionine sulfoxide reductase A; purified bovine MsrA, absorbance read-out; activation, % at 10.6 µM; hit rate 0.3% among 360,000; AID 602163; in the data active = activation above about 7.5%;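 also: 0% = vehicle and 100% = reference activator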
Starred values were filed as active, the others as inactive; i = inactive; · = no result given.

SMILES	CSN deneddyl inh	bovine MsrA act	Rin1-Abl PPI inh	Rpn11 inh	FAS TE block	eLon inh	MLLE-PAM2 inh	MsrA inh	MT1-MMP act inh
COc1cc(-c2noc(C)c2/C=C/c2ccc(OC(C)=O)cc2)cc(OC)c1OC	-3	-4	-2	i	6	-43	2	-0.7	25
COc1ccc(NC(=O)C2CCCN(c3ncnc4onc(-c5ccc(F)cc5)c34)C2)cc1 (centres undefined)	-3	-4	9.2*	i	14	-4	2	1.5	0
Cc1cccc(C)c1OCC(=O)Nn1c(C)nc2ccccc2c1=O	-2	0	1	i	-5	5	18	1.4	0
CC1CCCCN1C(=O)CSc1nnc(-c2ccccc2F)o1 (centres undefined)	4	-5	0	i	2	8	-1	0.0	3
COc1ccccc1OCCNC(=O)CNC(=O)c1ccc2c(c1)OCO2	13	-10	2	i	-2	-2	5	-1.1	10
Cc1ccc(N(CN2C(=O)C3C4CCC(C4)C3C2=O)C(=O)c2ccco2)cc1 (centres undefined)	5	2	2	i	0	9	-6	-0.5	-3
CCCCN1CC(COCc2ccccc2)OCCS1(=O)=O (centres undefined)	-4	-1	-5	i	-3	-3	2	0.7	2
Cc1ccc(CN2CCN(Cc3cccc4c3OCO4)CC2CCO)cc1 (centres undefined)	-3	-4	-1	i	-5	-6	-5	1.7	1
S=C(NNc1ccnc2cc(Cl)ccc12)Nc1ccccc1Cl	1	-3	-2	i	3	-25	-6	0.3	-13
COc1ccccc1N1CCN(CCCCN2C(=O)C3CCCCN3C2=O)CC1 (centres undefined)	0	-1	1	i	-5	0	9	·	-3
ON=C1/C(=N\O)CC2(C/C1=N/O)OCCO2	1	-5	6	i	-13	-4	14	-0.4	2
CCOC(=O)Cc1c(C)c2c(O)cc(O)cc2oc1=O	3	-4	-5	i	-8	1	1	1.4	5
COCCNc1nc2c(c(=O)n(Cc3cccc(Cl)c3)c(=O)n2C)n1C	0	0	0	i	2	-2	4	0.2	0
CC1(C)C(=O)CCC2(C)C1=CCC1C2C(=O)CC2(C)C1CCC2(O)C(=O)CO (centres undefined)	0	-3	3	i	-1	-3	-5	-0.3	3
O=C(COc1ncnc2c(Cl)cc(Cl)cc12)N1CCN(S(=O)(=O)c2ccccc2)CC1	9	-2	-6	i	32	-11	3	-0.7	-1
COCc1cc(C)n(CC(=O)OC)c(=O)c1C#N	1	-1	3	i	-8	5	-16	0.6	4
CS(=O)(=O)c1cnc(-c2cccnc2)nc1N	0	-3	1	i	-3	2	5	0.6	-1
Cc1cc(C)c2nc(N3CCOCC3)c(C#N)cc2c1	-1	-1	0	i	-1	-10	12	0.7	-4
O=CN1CCN(C(C(=O)NC2CCCC2)c2cc3c(cc2[N+](=O)[O-])OCO3)CC1 (centres undefined)	-4	-9	0	i	-3	2	21	2.1	-4
CCc1cc(C(=O)N2CCCC(C(=O)c3ccc(Cl)cc3)C2)no1 (centres undefined)	1	0	5	i	-1	1	8	-0.4	-4
COc1cccc(C(=O)Nc2ccc(N3CCCC3)cc2)c1	3	-3	3	i	-6	-13	-11	0.7	0
CC1(C)C(C(=O)OCC(Cl)(Cl)Cl)N2C(=O)C(NC(=O)Cc3ccccc3)C2S1=O (centres undefined)	-2	-4	2	i	-1	-5	-6	-0.5	2
C[C@@H](C(=O)Nc1nc2ccccc2s1)N1C(=O)C2CC=CCC2C1=O (some centres undefined)	0	-2	-6	i	1	3	1	2.5	1
CCn1c(SCC(=O)N2CCCc3ccccc32)nc2cccnc21	3	-2	-4	i	-2	-13	-32	-0.3	-5
O=C(O)c1cccc(-n2cc(-c3cccc(C(F)(F)F)c3)cn2)c1	2	-3	3	i	-5	10	2	0.9	0
CCc1ccc(OCCCC(=O)NCc2ccco2)cc1	5	-3	2	i	-6	-1	6	0.9	0
COc1ccccc1N1CCN(C(=O)CSc2nnc(NC(=O)C3CCC3)s2)CC1	-1	-4	1	i	3	-2	2	-0.8	-1
CCOC(=O)C1=C(CC)Nc2ccccc2N=C1NC(=O)c1cc(S(=O)(=O)N(C)C)ccc1Cl	3	-7	-2	i	5	1	12	-0.8	-1
Cc1ccc(-c2cnc3c(Cl)c(C)nn3c2)cc1	1	-4	-3	i	3	-2	-4	-0.5	1
CN(C)c1ccc(C(=O)NC2CCCc3ccccc32)cc1 (centres undefined)	2	-1	-3	i	-4	-8	-20	0.1	-5
CCOC(=O)C1CCN(C(=O)CCn2c(=O)[nH]c3ccsc3c2=O)CC1	1	-1	1	i	-1	12	2	1.1	2
CCOC(=O)/C(=C/c1cn(C)c2ccccc12)NC(=O)c1ccccc1	0	-4	-3	i	3	-4	-15	0.3	9
Cc1cc(C)nc(Nc2nc(=O)c3ccccc3s2)n1	1	4	1	i	-9	-3	38*	-1.0	4
Cc1c(NC(N)=O)c(=O)n(-c2ccccc2)n1C	-4	-8	2	i	-11	-9	-7	0.1	-2
COc1ccc(C)cc1-n1nnnc1SCC(=O)Nc1cccnc1Cl	-9	-12	1	i	-7	-3	-13	1.5	8
CCOC(=O)c1c(C)n(C)c2c(C)cc(O)c(OC(C)=O)c12	1	-3	-4	i	-3	3	9	-0.1	-3
Cc1ccc(-c2sc(-c3ccccc3)nc2CC(=O)Nc2ccccc2F)cc1	-13	-3	-5	i	25	4	-1	0.9	-15
CCN(CC)c1ccc(NC(=O)Cn2nnc(-c3cccc(OC)c3OC)n2)c(C)c1	-1	-1	-2	i	-6	-5	2	-0.3	-3
CCCCNc1c(-c2cccc(-c3cc(C(C)=O)cs3)c2)nc2ccc(C)cn12	2	-3	1	i	18	3	-7	3.3	-12
COc1cc2nc(SCC(=O)NCc3ccco3)n(Cc3ccc(Cl)cc3)c(=O)c2cc1OC	2	-4	0	i	-4	-3	5	0.1	13
N#Cc1cccc(NC(=O)CN2CCN(Cc3ccccc3)CC2)c1	-2	-1	2	i	6	-5	8	0.8	-2
O=C1CC[C@H](O)CCN1[C@H](CSc1ccccc1)Cc1ccccc1	0	-6	-5	i	-11	8	1	-0.9	3
CC(C)(C(=O)N[C@H](CO)c1ccccc1)C(=O)N[C@H](CO)c1ccccc1	2	3	3	i	-8	8	0	1.4	4
O=C(CSc1nnc(NC(=O)C2CC(=O)N(c3ccccc3)C2)s1)NC1CCCC1 (centres undefined)	0	-1	0	i	-7	8	-3	0.1	2
COc1ccc(-c2nc(N)n(C(C)=O)n2)cc1	5	2	-4	i	-5	-2	-14	-0.6	0
CC(C)c1ccc(/C=C2\SC(N3CCOCC3)=NC2=O)cc1	6	-8	-4	i	1	14	18	4.3	2
Cc1cccc(-n2c(O)c(C=Nc3cc(O)ccc3C)c3ccccc3c2=O)n1	-10	-1	-1	i	-6	-5	9	-0.4	-1
CCN(CC(=O)Nc1ccc(N2CCOCC2)cc1)C(=O)Cc1ccccc1	2	-3	0	i	-8	-8	3	1.3	1
Cc1ccc(NC2(C(N)=O)CCCC2)cc1	0	-3	4	i	0	-1	6	0.0	0
Cc1cc(-n2c(C)cc(C(=O)CN3C(=O)NC4(CCCCC4)C3=O)c2C)no1	0	-2	1	i	-3	-16	3	1.2	-1

Profiles, quoted from the list. Values in the order: CSN deneddyl inh	bovine MsrA act	Rin1-Abl PPI inh	Rpn11 inh	FAS TE block	eLon inh	MLLE-PAM2 inh	MsrA inh	MT1-MMP act inh
Profile of CCOC(=O)C1CCN(C(=O)CCn2c(=O)[nH]c3ccsc3c2=O)CC1 = 1	-1	1	i	-1	12	2	1.1	2
Profile of N#Cc1cccc(NC(=O)CN2CCN(Cc3ccccc3)CC2)c1 = -2	-1	2	i	6	-5	8	0.8	-2

The list continues:
SMILES	CSN deneddyl inh	bovine MsrA act	Rin1-Abl PPI inh	Rpn11 inh	FAS TE block	eLon inh	MLLE-PAM2 inh	MsrA inh	MT1-MMP act inh
C=CCn1c(SCC(=O)NC2CCCC2)nc2ccccc21	10	-2	1	i	-7	4	-36	-0.9	-2
CC1(C)CC(=O)C=C(NNC(=O)c2cccnc2)C1	-5	-2	-2	i	-4	31	14	0.3	-1
CC1CN(CCOc2ccc([N+](=O)[O-])cc2)CC(C)O1 (centres undefined)	-12	-5	-2	i	-10	-4	2	2.0	-1
CCOC(=O)c1nnn2c1nc(N1CCN(C)CC1)c1ccccc12	2	-3	0	i	-6	-2	-4	1.9	-1
NNC(=O)C(Cc1c[nH]c2ccccc12)NC(=O)c1ccccc1 (centres undefined)	-5	-7	-6	i	-8	9	-1	0.7	-4
COc1cc2c(cc1OC)CN(CC(=O)NC(=O)NCc1ccccc1)CC2	-3	-1	1	i	6	-9	-11	-0.1	-2
O=C1CCCN1c1ccc(S(=O)(=O)N2CCCCC2)cc1	4	-1	3	i	1	-14	-4	0.1	4
CCOC(=O)C1CCN(Cc2nnnn2CCc2ccccc2)CC1	-3	-2	0	i	2	-3	-5	0.3	-3
Cc1c(NC(=O)C(C)OC(=O)C23CC4CC(CC(Br)(C4)C2)C3)c(=O)n(-c2ccccc2)n1C (centres undefined)	-9	-2	0	i	1	1	-13	0.3	1
CCNc1nc(OC)nc(N2CCC(Cc3ccccc3)CC2)n1	1	-7	1	i	6	-1	-1	1.7	7
CCc1noc(N)c1C(=O)Nc1ccc(Cl)cc1	1	-6	-1	i	-10	2	-6	0.6	-2
O=C(CCc1ccccc1)c1ccc2c(c1)OCCCO2	2	5	-1	i	14	-19	-2	-0.2	-1
Cc1nn(-c2ccccc2)c(Cl)c1/C=C(/CC(=O)O)c1nc2ccccc2s1	0	-4	0	i	-2	-8	23	2.4	0
CC1CN(S(=O)(=O)c2cccc(C(=O)NCCC3=CCCCC3)c2)CC(C)O1 (centres undefined)	-3	-6	-1	i	4	-5	-19	-1.2	1
